SMN2 splice enh – SMN2 splice variant enhancement. AID 1458. Potency, µM (series often up to 46.1 µM), inactives show at the highest dose activity change, positive = activation, actives largely listed as activators. 210,000 tested, 2.8% active. HEK293 SMN2-luciferase splicing reporter, luminescence, 30-36 h; further: potency means the concentration at half of the fitted maximal effect; % of control where 0% means no effect; nearly all actives have a fitted effect of over 55% in size
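HEK293 cells carry an SMN2 minigene-luciferase reporter in which exon 7 inclusion puts luciferase in frame. Cells were seeded at 2000 cells/well, attached for 10-12 hours, then exposed to compounds for 30-36 hours at 37C before ONE-Glo luminescence.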
CBFb-RUNX1 inh – CBF-beta/RUNX1 interaction disruption | Q01196+Q13951 | AlphaScreen CBFb-His/RUNX1-biotin binding, biochemical | Potency, µM (top dose mostly 59.8 µM), for inactives: at the highest dose activity, negative = inhibition, usual class: inhibitors | 230,000 tested, under 10 active | AID 1477; further: % of control where 0% means no effect
Target sequence (Q01196 whole entry, looked up): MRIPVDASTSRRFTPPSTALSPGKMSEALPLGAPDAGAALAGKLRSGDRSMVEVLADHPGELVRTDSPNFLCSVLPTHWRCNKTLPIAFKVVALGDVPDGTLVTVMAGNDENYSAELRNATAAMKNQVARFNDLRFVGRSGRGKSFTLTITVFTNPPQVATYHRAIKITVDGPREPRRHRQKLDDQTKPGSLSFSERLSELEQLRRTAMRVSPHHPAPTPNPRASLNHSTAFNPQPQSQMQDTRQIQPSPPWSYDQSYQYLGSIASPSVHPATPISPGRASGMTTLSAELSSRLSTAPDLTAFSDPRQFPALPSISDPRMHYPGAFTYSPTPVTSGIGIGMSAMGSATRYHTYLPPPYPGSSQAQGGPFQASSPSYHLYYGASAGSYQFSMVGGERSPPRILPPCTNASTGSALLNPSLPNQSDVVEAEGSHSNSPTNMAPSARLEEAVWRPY
Target sequence (Q13951 whole entry, looked up): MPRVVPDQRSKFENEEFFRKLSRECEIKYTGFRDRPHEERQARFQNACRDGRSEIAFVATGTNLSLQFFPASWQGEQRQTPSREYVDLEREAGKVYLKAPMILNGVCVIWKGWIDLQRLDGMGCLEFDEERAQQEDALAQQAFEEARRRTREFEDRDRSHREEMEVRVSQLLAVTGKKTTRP
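Room-temperature protein-protein interaction test with 30 nM each of His-tagged CBF-beta and biotinylated RUNX1, 15 min with compound, then 90 min with nickel plus streptavidin beads. Signal read in AlphaScreen mode.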
HttQ103 aggreg – mutant huntingtin aggregation inhibition; Potency, µM (doses to about 46.1 µM), for inactives: at the highest dose activity change, negative = inhibition, actives largely listed as inhibitors; PC12 HttQ103-GFP aggregates, Acumen cytometry, 40 h; 220,000 tested, 1.1% active; AID 1688; further: potency means the concentration at half of the fitted maximal effect; on the % scale 0 is the no-effect control and ±100 the full control effect; nearly all actives have a fitted effect of over 60% in size
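Steps: seed 1500 PC12 HTTQ103-GFP cells/well; add tebufenozide, 100 nM final; add compound titration; add ATPLite reagent; quantify GFP aggregates by laser scanning cytometry.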
HTT ATP protect – Huntington cell model cytoprotection by ATP luminescence; PC12 HTT-Q103 induced, cytoprotection, ATP luminescence, 40 h; Potency, µM (doses to about 56.4 µM), without a hit: cytoprotection (ATP increase), hits mostly activators; 230,000 tested, 0.14% active; AID 1471;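 further: potency means the concentration at half of the fitted maximal effect; % of control where 0% means no effect; nearly all actives have a fitted effect of over 45% in size; toxic huntingtin expression switched on by the ecdysone agonist tebufenozide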
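Compounds added alongside 100 nM tebufenozide, which induces toxic Q103 huntingtin exon 1-GFP in stable PC12 cells; surviving cells quantified by luminescent ATP measurement. Medium: phenol red-free DMEM, 5% equine and 5% calf serum.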
LMNA splice mod – LMNA splicing modulation. HeLa LMNA splicing GFP/RFP minigene ratio, 48 h. Potency, µM (series often up to 46.1 µM), inactives show at the top dose ratio change, negative = inhibition, most hits filed as inhibitors. 200,000 tested, 0.01% active; active means well fitted inhibition curve with a large enough effect in the signal ratio, with a control signal flat, not every such curve was filed as active; inconclusive means small, poorly fitted or top-dose-only effect, or effect the other way, or a change in a side signal; the % refers to the signal ratio; further: potency means the concentration at half of the fitted maximal effect; on the % scale 0 is the no-effect control and ±100 the full control effect
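Read-out is the ratio of GFP to DsRed2 object intensity, acquired by 488 nm laser-scanning cytometry on HeLa lamin A-EGFP minigene reporter cells. Compound incubation 48 hrs at 37 °C in Opti-MEM with 2% FBS; DMSO 0.5% final.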
Luc counter – Kinase-Glo luciferase inhibition (counter-screen); Potency, µM (top dose mostly 38.3 µM), for inactives: at the highest dose activity change, negative = inhibition, usual class: inhibitors; Q27757; 200,000 tested, 0.28% active; Kinase-Glo luciferase, ATP luminescence, 8 min; further: potency means the concentration at half of the fitted maximal effect; on the % scale 0 is the no-effect control and ±100 the full control effect; nearly all actives have a fitted effect of over 60% in size
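Light output from Kinase-Glo luciferase with luciferin and 10 uM ATP in 50 mM imidazole pH 7.2, KCl, MgCl2, Tween 20, BSA; compound pin-delivered, 8-min ambient incubation, then luminescence read.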
IMPase Li cell – cell-permeable IMPase inhibitors with lithium potentiation | Potency, µM (series often up to 59.4 µM), without a hit: at the top dose activity, negative = IMPase inhibition, most hits filed as inhibitors | CHO-M1 cells, IP1 TR-FRET (IP-One), carbachol + lithium | 210,000 tested, 0.35% active | AID 1457;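 further: IP1 builds up when IMPase is blocked and the TR-FRET signal falls; potency means the concentration at half of the fitted maximal effect; plate controls were basal vehicle for no effect and high inhibitor control for full effect; nearly all actives have a fitted effect of over 50% in size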
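Lithium-sensitised IP1 accumulation assay; M1-expressing CHO cells treated 30 min at 37C with compound. Competitive antibody detection by time-resolved FRET followed a 10 min room-temperature lysis step.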
An asterisk follows results filed as active; ? = inconclusive; . = not tested or not shown; & = joins results of further samples; [ ] = dose if it differs, or a comment. Unless noted, the call rests on the fitted dose curve; in most records, active means well fitted curve in the direction sought with a large enough effect; inconclusive means small, poorly fitted or top-dose-only effect, or another doubt; inactive means no such curve, though single readings can be large; an effect the other way counts as inactive or inconclusive.

SMILES	SMN2 splice enh	CBFb-RUNX1 inh	HttQ103 aggreg	HTT ATP protect	LMNA splice mod	Luc counter	IMPase Li cell
CCC(c1nnnn1CCc1ccccc1)N1CCN(C(=O)c2ccco2)CC1 (centres undefined)	-9%	0%	31%	-8%[10 µM]	14%	-1%	0%[38.3 µM]
CSc1nnnn1-c1c(C)cc(C)cc1C	.	7%	1%[9.22 µM]	1%[10 µM]	.	.	.
Cc1ccc(N(CC(=O)NC(C)(C)C)C(=O)CS(=O)CC(=O)Nc2ccc3c(c2)OCO3)cc1 (centres undefined)	.	6%	24%[9.22 µM]	28%[10 µM]	.	-1%	8%
COc1ccc(-n2cc(C#N)c(=O)n(Cc3ccc(F)cc3)c2=O)cc1	24%	?	14%	-24%	-22%[46 µM]	-1%	10%
CCNCc1ccccc1OCc1ccccc1	-9%	7%	-3%	-20%	.	1%	20%
CCN(C(=O)COC(=O)/C=C/c1cnc2ccccc2n1)c1ccccc1	-12%	5%	-15%	5%	.	0%	-7%
CN1CCC(N(C)C(=O)COc2ccccc2-c2ccccc2)CC1	-1%	-1%	-2%	-18%[0.074 µM]	2%	-2%	-7%[38.3 µM]
CCc1ccc[n+](-c2nc([O-])sc2C=O)c1	.	2%	30%[9.22 µM]	21%[10 µM]	.	.	.
CC(=O)c1sc2nc(CSc3nnnn3-c3ccccc3)[nH]c(=O)c2c1C	10%	1%	-33%	.	.	-3%	-6%
COc1ccc(NC(=O)CSc2nncc3ccccc23)cc1	5%	3%	13%	-2%	?	0%	2%
CC1(c2ccccc2)NC(=O)N(N)C1=O (centres undefined)	.	-1%	1%	?	.	1%	-6%
O=C(NCc1ccc2c(c1)OCO2)c1ccccc1	21%	11%	6%	-35%[inhibitor]	-21%[46 µM]	-3%	4%
CCOC(=O)C1CCN(C(=O)CCn2c(=O)[nH]c3ccccc3c2=O)CC1	-16%	5%	11%	-5%	-3%	5%	3%[38.3 µM]
Cc1ccc(CC(=O)Nc2ccncc2)cc1	-45%[inhibitor]	-3%	-12%[9.22 µM]	-6%[10 µM]	.	2%	-11%
Cc1cc(/C=N/NC(N)=O)c(C)n1C1CCCCC1	3%	-10%	-13%[9.22 µM]	-3%	5%[46 µM]	-4%	4%
CC1=NN(C(=O)COc2ccccc2)C(O)(c2cccnc2)C1 (centres undefined)	.	-2%	5%[9.22 µM]	-7%[10 µM]	?	-3%	11%
COc1ccc(NC(=O)c2cc(S(=O)(=O)N3CCOCC3)cs2)cc1	.	7%	-2%[9.22 µM]	1%[10 µM]	2%[46 µM]	-3%	0%
CCN(CC)CCNC(=O)c1ccc(NC(C)=O)cc1	-14%&15%	?	-1%	?	6%	10%&-2%&-5%	-5%&-3%&0%
O=C(O)c1ccc2oc(SCC(=O)N3CCCCC3)nc2c1	13µM*	2%	8%	-8%[10 µM]	-1%	-2%	5%
CC(/C(O)=C(\C#N)c1nc2ccccc2n1C)N1C(=O)c2ccccc2C1=O (centres undefined)	-5%	6%	-23%	-13%	5%	-2%	-7%[38.3 µM]
CCC(C)NC(=O)N[C@@H](CCSC)C(=O)O (some centres undefined)	0%	1%	-8%	-13%	-10%	-1%	-6%[38.3 µM]
CCOC(=O)c1c(C)oc2c1C(=O)c1ccccc1C2=O	-69%[inhibitor]	-11%	-9%	-14%	?	-5%	16%
C=CCNC(=O)NC(=O)COC(=O)CCCSc1nc2ccccc2[nH]1	19%	2%	2%	-5%	1%	-1%	7%[38.3 µM]
Cc1ccc2cc3cc(C(=O)NCCCN4CCCCCC4)oc3nc2c1	-19%	13%	10%	5%[10 µM]	-9%	2%	7%
C=CCNc1cc(C)oc(=O)c1C(=O)CCC	1%	-2%	12%	-4%	2%	-1%	3%[38.3 µM]
CN(C)c1ccc(C(C#N)c2ccc(Cl)cc2)nn1 (centres undefined)	-13%	-18%	0%	16%[10 µM]	?	1%	1%
Cc1cc(C(F)(F)F)n(-c2nc(C(=O)NNS(=O)(=O)c3ccccc3)cs2)n1	-11%	8%	-4%	24%	-3%	19%	25%[38.3 µM]
NC(=O)C1CCN(c2ccc(S(=O)(=O)N3CCC(Cc4ccccc4)CC3)cn2)CC1	-59%[inhibitor]	5%	-28%	17%[10 µM]	?	-4%	-29%
CCOc1ccccc1N1CCN(C(=O)c2ccncc2)CC1	?	8%	10%	3%	-6%	4%	3%[38.3 µM]
CC(=O)c1ccc(N2CCN(CC(=O)N(CC(C)C)c3c(N)n(CC(C)C)c(=O)[nH]c3=O)CC2)cc1	1%	11%	28%	?	5%[46 µM]	2%	0%
O=c1nc2n(c3ccc([N+](=O)[O-])cc13)CCCCC2	16%	5%	4%	-25%	.	-3%	7%
Cc1cccc(CCNS(=O)(=O)c2ccc(S(=O)(=O)N3CCCCC3)cc2)c1	-4%	-3%	-12%	-5%	-4%	2%	14%[38.3 µM]
COc1cc(NC(=S)N2CCC(C(N)=O)CC2)cc(OC)c1	8%	-2%	8%	12%[10 µM]	-12%	-2%	-4%
CCc1nc(Nc2ccccc2)c2oc3ccccc3c2n1	-30%	8%	?	-11%	3%	-1%	36%[activator][38.3 µM]
Cc1ccc(NC(=O)c2ccc(CSc3ccccn3)cc2)cc1	-6%	5%	-12%	-11%	2%	-3%	8%[38.3 µM]
CCCC(=O)NC(=S)Nc1cccc(NC(=O)c2ccccc2Cl)c1	-6%[1.84 µM]	6%	-1%	-7%[10 µM]	-12%	-6%	-6%
Oc1ccc(Cl)cc1-c1cc(C(F)(F)C(F)F)nc(-c2ccccc2)n1	-22%	-2%	-18%	0%	-6%	-5%	24%[38.3 µM]
CCOC(=O)c1c(-c2ccccc2)csc1NC(=O)C(C)NCCCN1CCOCC1 (centres undefined)	-7%	18%	-8%	-37%[inhibitor]	.	3%	27%
COc1ccc(NC(=O)CN2CCC(C(N)=O)CC2)cc1	23%	-3%	-17%	3%	2%	-2%	25%[38.3 µM]
COc1ccc(C2CC(c3ccc(OC)cc3)n3nc(NC(=O)c4ccco4)nc3N2)cc1 (centres undefined)	-24%	-7%	6%	-48%[inhibitor]	-2%	0%	-3%[38.3 µM]
O=S(=O)(c1ccc(N2CCN(S(=O)(=O)c3ccc4c(c3)OCCO4)CC2)nc1)N1CCCC1	.	2%	-8%	-31%	?	.	.
COc1ccc(CNC(=O)Cn2nc(Cc3cccnc3)c3ccccc3c2=O)cc1	5%	3%	6%	-33%	1%	-5%	-6%[38.3 µM]
COC(=O)c1ccc(NC(=S)NC2CC2)cc1	.	0%	-19%[9.22 µM]	-7%[10 µM]	.	3%	5%
O=C(NC(=S)NCCCN1CCOCC1)c1ccc([N+](=O)[O-])cc1	-4%	3%	5%	?	-2%	-1%	0%
CCCN(CCC)Cc1cc2ccccc2c2c1COC2	25%	0%	8%	0%[10 µM]	-6%	2%	7%[38.3 µM]

6 entries from above, reformatted.
canonical_smiles | SMN2 splice enh | CBFb-RUNX1 inh | HttQ103 aggreg | HTT ATP protect | LMNA splice mod | Luc counter | IMPase Li cell
O=c1nc2n(c3ccc([N+](=O)[O-])cc13)CCCCC2 | 16% | 5% | 4% | -25% | . | -3% | 7%
Cc1cccc(CCNS(=O)(=O)c2ccc(S(=O)(=O)N3CCCCC3)cc2)c1 | -4% | -3% | -12% | -5% | -4% | 2% | 14%[38.3 µM]
COc1cc(NC(=S)N2CCC(C(N)=O)CC2)cc(OC)c1 | 8% | -2% | 8% | 12%[10 µM] | -12% | -2% | -4%
CCc1nc(Nc2ccccc2)c2oc3ccccc3c2n1 | -30% | 8% | ? | -11% | 3% | -1% | 36%[activator][38.3 µM]
Cc1ccc(NC(=O)c2ccc(CSc3ccccn3)cc2)cc1 | -6% | 5% | -12% | -11% | 2% | -3% | 8%[38.3 µM]
CCCC(=O)NC(=S)Nc1cccc(NC(=O)c2ccccc2Cl)c1 | -6%[1.84 µM] | 6% | -1% | -7%[10 µM] | -12% | -6% | -6%

The listing continues.
SMILES	SMN2 splice enh	CBFb-RUNX1 inh	HttQ103 aggreg	HTT ATP protect	LMNA splice mod	Luc counter	IMPase Li cell
Cc1c(C(=O)N(Cc2ccccc2)C(C)C)cnn1-c1ccccc1	.	6%	-10%[9.22 µM]	-3%[10 µM]	.	.	.
S=C(N/N=C/c1ccc2ncccc2c1)Nc1cccnc1	-10%	-3%	22%	-55%[inhibitor]	.	-8%	8%
O=C(Cn1nnc2ccccc21)Nc1ccc([N+](=O)[O-])cc1	.	8%	-14%[9.22 µM]	9%[10 µM]	.	.	.
CCCNC(=S)Nc1ccc(Nc2ccccc2)cc1	-2%	-18%	-31%	-8%	0%	1%	3%[38.3 µM]
CCn1c(SCc2ccc(F)cc2)nnc1-c1nn(-c2ccccc2)ccc1=O	-16%	-3%	3%	-9%	8%	0%	2%[38.3 µM]
Cc1cccc(N2CCN(C(=S)c3ccccc3)CC2)c1	-24%	-4%	0%	0%	-4%[46 µM]	5%	25%
COc1cc(-c2nnc(SCc3ccccc3Cl)o2)cc(OC)c1OC	-6%	13%	13%	4%[1.9 µM]	?	-2%	27%[38.3 µM]
CS(=O)(=O)Nc1ccccc1C(=O)Nc1ccc2c(c1)OCCO2	18%	5%	-2%	-20%	-10%	3%	23%[38.3 µM]
C/C=C/Cn1c(SCc2ccccc2)nc2c1c(=O)[nH]c(=O)n2C	-19%	2%	7%	-25%[10 µM]	10%	6%	12%[38.3 µM]
Fc1ccc(F)c(C2=NNC(=NCC3CCCO3)SC2)c1 (centres undefined)	?	-6%	10%	16%	?	-2%	11%
O=C(c1ccc(N2CCC3(CC2)OCCO3)c([N+](=O)[O-])c1)N1CCOCC1	-48%[inhibitor]	5%	-13%	-35%[inhibitor]	?	0%	2%
c1coc(CNc2c3c(nc4ccccc24)CCC3)c1	-13%	-8%	?	9%	?	2%	19%[38.3 µM]
COCCn1c(SCc2nnc(-c3ccc(OC)c(OC)c3)o2)nnc1-c1ccncc1	.	6%	5%[9.22 µM]	10%[10 µM]	.	.	.
O=C1COc2ccccc2CN1	14%	-2%	10%	13%	1%	3%	2%[38.3 µM]
O=C(O)C1C2C=CC(C2)C1C(=O)NCc1ccccn1 (centres undefined)	9%	-2%	-27%	-3%	2%	14%	-6%[38.3 µM]
COC(=O)c1ccncc1C(=O)Nc1ccc(OC)cc1	-11%	11%	-6%	-24%	?	-6%	-3%
O=C(/C=C(\c1ccccc1)n1cncn1)c1ccccc1	-1%	1%	27%	.	?	-4%	-9%

Bioassay records (PubChem BioAssay)
